# Yfh1-off respiration = enhancers of respiration in Yfh1-depleted yeast, dose response, Friedreich's ataxia, plus single-dose screen (AID 1465); S. cerevisiae Yfh1-off respiration, WST-1 reduction, 72 h; higher fold induction means a stronger effect; one-dose fold induction at 50 µM; EC50 in µM for titrated hits; hit rate 0.074% among 220,000;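 active means fold induction of absorbance versus untreated yeast above a set limit, then at least 30% activation at any dose in follow-up; inconclusive means repeats straddling the limit, or above it without dose testing; inactive means fold induction below the set limit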;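 further: activators that raise dye reduction in frataxin-depleted yeast; strong numbers were not always called active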
# NTR1 agonist = agonists of NTR1, primary screen, imaging, U2OS cells, beta-arrestin-GFP, high content (AID 493036) | activation, % at 20 µM | NTR1-U2OS beta-arrestin-GFP spot imaging, agonist mode | hit rate 0.17% among 330,000 | Neurotensin receptor type 1 (Homo sapiens), P30989;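 active means activation at or above 40% of the spot to cytoplasm intensity ratio, with at least 20 cells analyzed; inconclusive means wells under 20 cells, flagged as cytotoxic or low count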;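 further: 0% = DMSO without peptide and 100% = 100 nM NTR1 peptide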
# Target sequence (P30989 whole entry, looked up): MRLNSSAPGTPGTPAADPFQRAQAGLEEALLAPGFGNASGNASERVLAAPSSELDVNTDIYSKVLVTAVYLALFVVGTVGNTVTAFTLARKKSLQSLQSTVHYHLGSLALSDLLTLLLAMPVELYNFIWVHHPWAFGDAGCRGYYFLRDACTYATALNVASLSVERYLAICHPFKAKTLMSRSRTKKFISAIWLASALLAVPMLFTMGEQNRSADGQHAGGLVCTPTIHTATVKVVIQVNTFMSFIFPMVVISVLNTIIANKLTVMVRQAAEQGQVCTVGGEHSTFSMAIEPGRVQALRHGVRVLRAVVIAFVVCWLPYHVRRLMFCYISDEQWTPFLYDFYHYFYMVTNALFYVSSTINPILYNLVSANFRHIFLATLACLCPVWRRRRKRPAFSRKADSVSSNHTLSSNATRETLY
# Large T inhibition = SV40 large T antigen inhibitors, biochemical (AID 1903); SV40 large T antigen ATPase/helicase inhibition assay; higher % means a stronger effect; one-dose inhibition, % at 20 µM; IC50 in µM for titrated hits; hit rate 0.39% among 310,000; in the data active means a potency from the dose series; inconclusive means inhibition mostly from about 32% at the one dose, without a potency; inactive means the rest, 99 in 100 with inhibition below about 32%; further: strong numbers were not always called active
# GPR55 LPI antagonism = GPR55 antagonists blocking LPI-driven arrestin recruitment, primary screen, imaging, U2OS, beta-arrestin-GFP, LPI agonist (AID 2013); G-protein coupled receptor 55 (Homo sapiens); U2OS GPR55 beta-arrestin-GFP translocation imaging, LPI antagonism; higher % means a stronger effect; inhibition, % at 10 µM, or IC50 in µM where a hit was titrated; hit rate 0.13% among 290,000;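 active means spots per cell inhibited over 60%, with over 100 cells counted and total cytoplasm intensity under 500,000; inconclusive means wells with under 100 cells, flagged as likely toxic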;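 further: U2OS cells stably carrying GPR55 and arrestin-GFP stimulated by 5 µM LPI near EC80; imaged beta-arrestin-GFP aggregate spots per cell after agonist stimulation; plate controls were LPI-stimulated DMSO wells for no effect and DMSO wells without LPI for full effect; some results filed as inactive read as strong as hits; confirmed hits need IC50 under 10 µM and bright autofluorescent wells are also inconclusive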
# GPR35 arrestin U2OS = GPR35 antagonists blocking zaprinast-driven arrestin recruitment, primary screen, imaging, U2OS, beta-arrestin-GFP, zaprinast agonist (AID 2058) | G-protein coupled receptor 35 (Homo sapiens) | hit rate 0.052% among 290,000 | U2OS GPR35 beta-arrestin-GFP translocation imaging, zaprinast antagonism; higher % means a stronger effect | one-dose inhibition, % at 10 µM; IC50 in µM for titrated hits;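 active means inhibition of at least 50% with at least 30 cells and total cytoplasm GFP at most 10,000,000; inconclusive means under 30 cells or total GFP of 10,000,000 plus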
# GPR55 beta-arrestin = GPR55 agonists via beta-arrestin recruitment, primary screen, imaging, U2OS cells, beta-arrestin-GFP redistribution (AID 1961) | U2OS GPR55 beta-arrestin-GFP redistribution imaging; higher % means a stronger effect | hit rate 0.048% among 290,000 | activation, % at 10 µM, or EC50 in µM where a hit was titrated | G-protein coupled receptor 55 (Homo sapiens);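 active means activation above 40% with more than 50 cells counted in the well; inconclusive means wells holding fewer than 50 cells, flagged as toxic or sparse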;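 further: U2OS osteosarcoma cells stably expressing GPR55 and beta-arrestin-GFP; plate controls were DMSO negative control for no effect and LPI positive control for full effect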
# AID2073 = inhibitors of Mint1-CaV2.2 protein interaction, biochemical, HTRF (AID 2073); Voltage-dependent N-type calcium channel subunit alpha-1B (Homo sapiens); HTRF protein-protein interaction, Mint1-CaV2.2; higher % means a stronger effect; inhibition, % at 20 µM, or IC50 in µM where a hit was titrated; hit rate 0.19% among 290,000; in the data active means inhibition mostly above about 51%, no sharp cut-off; inconclusive means no clear call, values can overlap the other calls; inactive means mostly below about 53%; further: some results filed as inactive read as strong as hits
# MgcRacGAP inhibition = MgcRacGAP GTPase-activating activity inhibitors, confirmation, biochemical, ADP Hunter fluorescence; Rac GTPase-activating protein 1 (Homo sapiens); MgcRacGAP-stimulated Rac1 GTP hydrolysis, ADP Hunter fluorescence; higher % means a stronger effect; GST-tagged Rac1 F28L mutant substrate; one-dose inhibition, % at 30 µM; IC50 in µM for titrated hits; hit rate 0.6% among 340,000;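 active means first-screen hits whose inhibition reached a set limit at any dose in the follow-up dose series; inconclusive means inhibition above the set first-screen limit but never retested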;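 further: fluorescence reports GDP produced by GAP-driven GTP hydrolysis; strong numbers were not always called active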
# NS5 inhibitors = Dengue-2 NS5 methyltransferase inhibitors, primary screen, biochemical, confirmation dose response (AID 588689) | one-dose inhibition, % at 25 µM; IC50 in µM for titrated hits | hit rate 0.3% among 340,000 | Dengue-2 NS5 methyltransferase capping enzyme assay, biochemical; higher % means a stronger effect; in the data active means a potency from the dose series; inconclusive means inhibition above about 29% without an active follow-up result
# NTR1 agonist cell count 20 µM = recorded beside NTR1 agonist, whose call it bears; cell count; measured here: cell count, cytotoxicity flag
# NS5 inhibitors pilot replicate = second read-out of NS5 inhibitors, no call of its own (marks repeat the call); inhibition, %; measured here: pilot screen replicate inhibition
# Starred values were filed as active, the others as inactive; i = inactive; ? = inconclusive; nt = not tested or not shown. Compounds were not picked by outcome; about 1.7% have a hit in one of these screens.
SMILES,Yfh1-off respiration,NTR1 agonist,NTR1 agonist cell count 20 µM,Large T inhibition,GPR55 LPI antagonism,GPR35 arrestin U2OS,GPR55 beta-arrestin,AID2073,MgcRacGAP inhibition,NS5 inhibitors,others
CCN1CCN(Cc2cc(=O)oc3cc4c(cc23)CCC4)CC1,i,-1.0,78,-0.1%,-8.8%,11.8%,0.2%,-2.4%,5.9%,-0.8%,
CCn1c(CNc2ccccc2Cl)nnc1SCC(=O)NCc1ccccc1,i,-0.6,49,3.2%,18.3%,8.8%,-0.1%,-0.3%,8.6%,-3.5%,
CCNc1ccc(Br)cc(C(=O)/C=C/c2c(Cl)cccc2Cl)c1=O,i,9.5,108,?,25.2%,-10.8%,37.2%,26.6%,26.5%,-31.3%,
CCOC(=O)Cc1csc(NC(=O)c2csc(C)c2)n1,i,-1.9,88,2.5%,-0.9%,6.9%,-0.2%,14.9%,9.8%,0.0%,
Cc1ccc2nc(N(CCCN(C)C)C(=O)c3ccc(S(=O)(=O)N4CCOCC4)cc3)sc2c1,nt,-0.5,62,26.3%,-1.2%,0.0%,0.0%,1.5%,8.2%,-3.6%,
CCN1CCN(c2cc(C)c3cc(NC(=O)Cc4ccc(OC)c(OC)c4)ccc3n2)CC1,i,-0.8,57,2.0%,-1.3%,-3.8%,0.2%,7.0%,8.5%,-2.1%,
O=[N+]([O-])c1cc(-c2ccc(/C=N/n3cnnc3)o2)ccc1Cl,nt,1.3,79,20.2%,8.4%,26.9%,-0.1%,10.0%,1.6%,?,
O=C(Nc1ccc(F)cc1)c1ccccc1Oc1ccc(C(F)(F)F)cc1[N+](=O)[O-],i,3.4,45,15.4%,24.3%,4.7%,0.2%,3.5%,28.2%,-0.7%,
O=C(Cc1coc2ccc3ccccc3c12)Nc1nccs1,i,-0.4,61,-0.8%,1.1%,-16.3%,-0.1%,-4.4%,0.8%,8.3%,
O=C1CC(c2ccccc2Cl)CC(O)=C1C=Nc1ccccc1 (stereo not drawn),i,3.3,71,10.3%,19.7%,5.0%,0.0%,-1.4%,10.2%,-6.7%,
Cc1ccc(-c2nnc(N(C)C(=O)C3CCCO3)s2)cn1 (stereo not drawn),i,-4.9,79,6.1%,7.5%,14.4%,0.2%,4.1%,3.6%,-1.6%,
COc1cccc(/C=N/NC(=O)C[n+]2ccccc2)c1OC,i,-1.0,29,5.2%,-0.7%,-6.0%,0.0%,-6.9%,1.0%,-4.4%,
CC1C/C=C/C=C/C=C/C=C/C(O[C@@H]2O[C@H](C)[C@@H](O)[C@H](N)[C@@H]2O)CC2OC(O)(CC(O)CC3OC3/C=C/C(=O)O1)CC(O)C2C(=O)O (stereo partly drawn),nt,nt,nt,8.2%,5.2%,-0.9%,0.2%,19.4%,nt,nt,
CCc1ccc(NC(=O)Cn2nnc(C(=O)NCc3ccc4c(c3)OCO4)c2N)cc1,nt,-0.1,96,5.4%,-2.7%,11.4%,-0.1%,46.6%,8.2%,-1.8%,
NS(=O)(=O)c1cc(C(=O)OC2CCOC2=O)ccc1Cl (stereo not drawn),nt,1.5,59,14.4%,21.3%,9.7%,0.2%,-1.8%,7.7%,-2.0%,
COc1ccc(-n2nnnc2SCC(=O)Nc2cccc(O)c2)cc1,nt,-0.4,58,8.8%,-10.8%,2.2%,-0.1%,6.9%,8.1%,-6.5%,
CN1CCN(NC(=O)/C=C/c2cccc(Cl)c2)CC1,nt,-0.2,59,8.4%,13.4%,2.7%,-0.1%,7.6%,7.3%,-0.6%,
O=C(CCCOc1ccc(Cl)cc1Cl)NN1CCOCC1,i,0.6,83,9.1%,-12.2%,6.8%,-0.2%,7.5%,1.3%,-3.8%,
O=C(Nc1ccccc1F)c1ccc(CN2CCc3ccccc3C2)cc1,nt,2.0,55,-1.0%,-3.3%,7.6%,-0.1%,-2.6%,3.0%,-1.6%,
CC(C)OC(=O)CSc1nnc(-c2cccnc2)n1Cc1ccccc1,i,0.8,82,-2.5%,10.7%,3.2%,0.3%,-3.4%,1.8%,0.0%,NS5 inhibitors pilot replicate=-0.9
Cc1ccc(OCCn2cc(C(=O)O)c3ccccc32)cc1,i,-0.7,45,-2.2%,0.7%,-0.4%,-0.4%,9.1%,-0.1%,-3.0%,
CCC(Sc1nc(C)cc(C)n1)C(=O)Nc1nccs1 (stereo not drawn),nt,-0.6,66,21.3%,-2.6%,-4.8%,-0.2%,1.8%,6.3%,3.2%,
N/C(=N\N=C\c1ccc([N+](=O)[O-])cc1)c1nonc1N,i,3.8,57,10.4%,-4.1%,2.9%,-0.1%,4.6%,10.9%,-8.4%,
Cc1ccc(C)c(NC(=O)CSc2nnc(C3CCCCC3)o2)c1,nt,3.1,54,4.2%,6.2%,-3.1%,-0.2%,-3.5%,8.3%,-1.7%,
CC(C)Sc1nc2ccccc2n1CC(=O)NCc1ccc2c(c1)OCO2,i,1.0,46,10.4%,2.0%,12.5%,0.0%,15.9%,-0.3%,-2.7%,
CN(C)CCC(=O)C(Cc1ccccc1)c1ccccc1 (stereo not drawn),nt,9.7,53,22.8%,nt,nt,nt,nt,2.0%,-19.1%,
CC(C)(C)CN1CCNC(=O)C1CC(=O)NCc1cccc(-n2cccn2)c1 (stereo not drawn),i,1.0,37,8.8%,-9.8%,2.3%,-0.1%,1.7%,2.3%,nt,
CN(C)S(=O)(=O)N1CCN(c2ccccc2Cl)CC1,i,-0.8,66,11.5%,5.5%,5.8%,-0.1%,-2.2%,-0.8%,-5.5%,
CSCCC(NC(=O)c1ccc([N+](=O)[O-])cc1Cl)C(=O)OCC(=O)C12CC3CC(CC(C3)C1)C2 (stereo not drawn),i,4.4,83,5.4%,-7.4%,19.2%,0.0%,8.5%,10.3%,1.8%,
Nc1cccc(Oc2cnccn2)c1,nt,1.0,84,1.4%,14.0%,2.1%,-0.1%,8.9%,4.0%,0.7%,
O=C(C1CC12CCCC2)N1CCC(CO)(Cc2ccccc2Cl)CC1 (stereo not drawn),i,1.7,103,3.7%,3.6%,5.4%,0.8%,-12.7%,11.8%,3.6%,
O=C(CCCNS(=O)(=O)c1ccc(Br)cc1)N1CC[C@@]2(O)CCCC[C@H]2C1,i,-0.1,39,-1.3%,-9.2%,6.5%,0.2%,19.0%,-5.2%,-6.9%,
Cc1nnc(NC(=O)CSc2ccc(-c3ccccn3)nn2)s1,i,1.4,56,4.8%,-2.2%,0.5%,-0.1%,0.1%,nt,nt,
Nc1ccc(Br)cc1-c1nc2ccccc2[nH]c1=O,i,0.9,35,-4.7%,-4.1%,12.4%,0.5%,4.1%,3.0%,-14.2%,
Cc1ccc(C)c(NS(=O)(=O)c2cc(C(=O)NCc3ccccn3)ccc2C)c1,nt,1.1,59,12.9%,16.5%,11.7%,-0.1%,-1.4%,4.2%,-6.7%,
CCN(CC)CCCNc1nc(N)c([N+](=O)[O-])c(N2CCCCCC2)n1,nt,-2.1,107,9.0%,1.4%,-13.9%,-0.1%,-1.3%,7.9%,-7.2%,
Cc1ccccc1C(=O)N1CCC(C(=O)Nc2ccccc2N2CCCC2)CC1,nt,-0.5,68,10.9%,nt,nt,nt,nt,3.1%,-7.3%,
O=C(O)CCC(=O)NNC(=O)CCC(=O)Nc1ccccc1,i,0.6,67,-3.1%,12.8%,4.5%,-0.1%,19.2%,nt,nt,
CCOc1ccc(NC(=O)CSc2nnc(Cc3cccn3C)n2-c2ccc(F)cc2)cc1,i,2.5,44,5.3%,9.4%,-11.0%,-0.1%,-6.9%,4.4%,3.6%,
CC(=O)N1CCN(C(=S)Nc2cc(S(=O)(=O)N3CCOCC3)ccc2Cl)CC1,i,0.9,48,0.8%,-2.3%,-6.9%,-0.2%,-7.8%,9.3%,-5.5%,
CCn1c(CNC(=O)Cc2ccc(OC)cc2)nnc1SCCOc1ccccc1,i,0.5,90,5.7%,-2.8%,-2.1%,0.3%,6.9%,0.8%,-12.9%,
COC(=O)C(C)N(C#N)c1nc(NC(C)C)nc(SC)n1 (stereo not drawn),i,0.5,57,-2.3%,3.0%,5.2%,-0.1%,?,6.8%,-2.7%,
CC(C)COc1ccc(C(=O)N/C(=C\c2cccc([N+](=O)[O-])c2)C(=O)OC(C)C)cc1,i,1.1,53,-1.5%,14.8%,5.8%,0.0%,10.4%,7.4%,10.2%,
O=C(N/N=C\c1ccncc1)c1ccccc1O,i,-1.9,79,16.7%,14.3%,2.2%,0.0%,-12.1%,8.6%,-1.8%,
COCCSc1nnc(NC(=O)c2ccc(NC(=O)C(C)C)cc2)s1,i,0.6,46,-1.5%,10.8%,6.5%,-0.2%,4.8%,8.2%,-6.2%,
COc1ccc(CN(C)C(=O)c2cccc(NS(=O)(=O)c3ccccc3)c2)cc1F,nt,-0.6,41,-4.8%,-7.9%,23.0%,nt,11.9%,0.2%,-8.9%,
COC(=O)c1c(NC(=O)COC(=O)CCNS(=O)(=O)c2ccc(NC(C)=O)cc2)sc(C)c1C,nt,0.7,50,9.5%,nt,nt,nt,nt,3.0%,-6.5%,

# Nothing new here: two of the compounds above.
SMILES,Yfh1-off respiration,NTR1 agonist,NTR1 agonist cell count 20 µM,Large T inhibition,GPR55 LPI antagonism,GPR35 arrestin U2OS,GPR55 beta-arrestin,AID2073,MgcRacGAP inhibition,NS5 inhibitors,others
CCn1c(CNC(=O)Cc2ccc(OC)cc2)nnc1SCCOc1ccccc1,i,0.5,90,5.7%,-2.8%,-2.1%,0.3%,6.9%,0.8%,-12.9%,
COC(=O)C(C)N(C#N)c1nc(NC(C)C)nc(SC)n1 (stereo not drawn),i,0.5,57,-2.3%,3.0%,5.2%,-0.1%,?,6.8%,-2.7%,

# Bioassay records (PubChem)
